ROS inducer – cancer cell ROS induction; U2OS ROS induction, H2DCF-DA fluorescence; ROS induction (% of piperlongumine), % at 10 µM; 46,000 compounds, 2% hits; in the data active means ROS induction above about 79%, passing the limit was not always enough; inconclusive means no clear call, values can overlap the other calls;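 further: 0% = DMSO vehicle median and 100% = reference compound median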
Starred values were filed as active, the others as inactive; ? = inconclusive. Not all compounds are listed; count on the stated rates, not on these rows.

SMILES	ROS inducer
C[C@H](CO)N1C[C@H](C)[C@H](CN(C)CC2CC2)Oc2c(NC(=O)NC3CCCCC3)cccc2C1=O	-2
C[C@@H]1O[C@@H](O[C@H]2[C@H](Oc3cc(O)c4c(c3)O[C@H](c3ccc(O)c(O)c3)CC4=O)O[C@H](CO)[C@@H](O)[C@@H]2O)[C@H](O)[C@H](O)[C@H]1O	-11
CC(C)(C)c1cc2nc(N)nc(N)n2n1	24
C[C@@H]1CN([C@@H](C)CO)C(=O)c2cc(NS(=O)(=O)c3cccs3)ccc2O[C@@H]1CN(C)C(=O)NC1CCCCC1	-6
COc1ccc(S(=O)(=O)N(C)CC(=O)NC2CCCC2)cc1C	27
C[C@@H]1CN([C@@H](C)CO)C(=O)CCCn2nncc2CO[C@@H]1CN(C)C(=O)Nc1ccc(N2CCCCC2)cc1	83*
CN1CCN(CCNC(=O)c2cnn(-c3ccccc3)c2-n2cccc2)CC1	-9
COC(=O)CCCCCCC(=O)N/N=C/c1ccc(F)cc1	16
COc1cccc(NC(=O)CSC2=Nc3ccccc3C3=NC(C(C)C)C(=O)N23)c1 (centres undefined)	33
CNC[C@H]1Oc2ccc(NC(=O)Nc3ccc4c(c3)OCO4)cc2CC(=O)N([C@@H](C)CO)C[C@H]1C	-7
Oc1ccccc1C1=NNC(O)(C(F)(F)F)C1 (centres undefined)	-15
C[C@H]1CN([C@@H](C)CO)C(=O)CCCn2cc(nn2)CO[C@H]1CN(C)Cc1ccncc1	-2
Cc1ccc(-c2nn3c(=O)c4ccccc4nc3c3ccccc23)cc1	-3
CCc1nn(CC(=O)OC)c(=O)c2cc3sc(C)cc3n12	9
COc1ccccc1N1CCN(CCCCNC(=O)c2ccc3ccccc3c2)CC1	-2
C[C@@H]1CN([C@H](C)CO)C(=O)c2cccc(NS(C)(=O)=O)c2O[C@@H]1CN(C)Cc1ccc(Cl)c(Cl)c1	-1
CCc1ccc(NC(=O)c2ccc3c(c2)OCO3)cc1	-8
Cc1noc(C)c1NC(=O)Nc1ccc2c(c1)CC(=O)N([C@@H](C)CO)C[C@@H](C)[C@@H](CN(C)C(=O)Nc1c(C)noc1C)O2	-4
COc1ccc(C(=O)NCCc2sc(-c3cccc(C)c3)nc2C)cc1	11
C[C@H]1CN([C@@H](C)CO)C(=O)c2cccc(NC(=O)NC3CCCCC3)c2O[C@@H]1CN(C)S(=O)(=O)c1ccc(Cl)cc1	19
Cc1noc(C)c1NC(=O)N(C)C[C@H]1Oc2ccc(NC(=O)Cc3ccccc3)cc2CC(=O)N([C@H](C)CO)C[C@H]1C	6
C[C@@H]1CN([C@@H](C)CO)C(=O)c2cc(NC(=O)Nc3ccccc3)ccc2O[C@@H]1CN(C)Cc1ccncc1	-4
C[C@@H]1CN([C@H](C)CO)C(=O)c2cc(NC(=O)Nc3ccc4c(c3)OCO4)ccc2O[C@H]1CN(C)Cc1ccc(-c2ccccc2)cc1	14
COc1ccc(C)cc1S(=O)(=O)N1CCC(C(=O)Nc2ccc3c(c2)OCCO3)CC1	-2
Cc1nc(SCC(=O)Nc2ccc3c(c2)OCCO3)c2c3c(sc2n1)CCC3	-5

Quoted from the listing.
ROS inducer with Cc1nc(SCC(=O)Nc2ccc3c(c2)OCCO3)c2c3c(sc2n1)CCC3 stands at -5
ROS inducer with COc1ccc(C)cc1S(=O)(=O)N1CCC(C(=O)Nc2ccc3c(c2)OCCO3)CC1 stands at -2

(listing goes on)
SMILES	ROS inducer
CC(C)NC(=O)Nc1ccc2c(c1)C(=O)N([C@@H](C)CO)C[C@@H](C)[C@@H](CN(C)Cc1ccncc1)O2	-15
COc1ccc([Si](C)(C)[C@H]2[C@H](CCO)O[C@@]3(C(=O)N(Cc4cccc(N5CCC5=O)c4)c4ccccc43)[C@@H]2C)cc1	107*
O=C(O)c1cccc(NS(=O)(=O)c2cc(S(=O)(=O)c3ccc(Cl)cc3)ccc2Cl)c1	5
CCOC(=O)N1CCC(NC(=O)c2nn(C)c3c2CS(=O)(=O)c2ccccc2-3)CC1	15
CC(C)(C)NC(=O)CCCN1C(=O)/C(=C/c2ccccc2)SC1=S	10
CSc1scc2c1C(=O)CC(C)(C)C2	3
C=C1C(=O)O[C@@H]2C3=C(C)CC[C@]34O[C@@H](C[C@@H]4C)[C@H]12	6
COc1ccc(OC)c(S(=O)(=O)N(C)CC(=O)Nc2ccc(C(F)(F)F)cc2)c1	-9
COc1ccc(/C=C/C(=O)NC(C)(C)C)cc1	?
Cc1cc(C(=O)Nc2cccc3c2O[C@@H](CN(C)S(=O)(=O)c2ccccc2)[C@H](C)CN([C@H](C)CO)C3=O)n(C)n1	-12
Cc1ccc(S(=O)(=O)Nc2ccc3c(c2)C(=O)N([C@H](C)CO)C[C@H](C)[C@@H](CN(C)C(=O)Nc2ccc4c(c2)OCO4)O3)cc1	-2
C[C@H]1CN([C@@H](C)CO)C(=O)c2cc(NC(=O)Nc3ccccc3)ccc2O[C@@H]1CN(C)C(=O)Nc1cccc2ccccc12	4
CNC(=O)Cn1cc2c(n1)-c1c(oc(C(=O)N3CCCC3)c1C)CC2	9
CC(C)(C)c1ccc(CSCc2nc3ccccc3[nH]2)cc1	-6
O=C(NC(=S)Nc1nc(-c2ccc(Cl)cc2)cs1)C1CC1	-9
Fc1ccccc1CSc1nnc(-c2cnccn2)n1Cc1ccco1	2
Cc1ccc(Cl)c(OCC(O)Cn2cnc3cc(C)c(C)cc32)c1 (centres undefined)	11
Cc1noc(C)c1S(=O)(=O)Nc1ccc2c(c1)C(=O)N([C@@H](C)CO)C[C@@H](C)[C@@H](CN(C)Cc1ccc(Oc3ccccc3)cc1)O2	14
O=C1C(=O)N(CCCn2ccnc2)C(c2ccccc2)C1C(=O)c1ccco1 (centres undefined)	-6
COc1c(O)c2c(=O)cc(OC)c3c4c(OC)cc(=O)c5c(O)c(OC)c(C[C@@H](C)OC(=O)c6ccccc6)c(c(c1C[C@@H](C)OC(=O)Oc1ccc(O)cc1)c23)c54	-2
Cc1ccc2cccc(S(=O)(=O)N3CCC(C(=O)O)CC3)c2n1	4
CCOC(=O)c1ccc(-c2coc3cc(OC(C)=O)c(CC)cc3c2=O)o1	26
C[C@@H]1CCCCO[C@@H](CN(C)S(C)(=O)=O)[C@@H](C)CN([C@H](C)CO)C(=O)c2cc(NS(=O)(=O)c3ccccc3)ccc2O1	2
C[C@H](CO)N1C[C@H](C)[C@@H](CN(C)C(=O)Nc2ccc(C(F)(F)F)cc2)OCc2cn(nn2)CCCC1=O	-7
O=C(CSc1ncccn1)Nc1nccs1	-11

(further entries)
SMILES	ROS inducer
COc1ccc(Cl)cc1N(CC(=O)Nc1ccc(C)c(C)c1)S(C)(=O)=O	-2
COc1ccc(NC(=O)c2ccc(OCC(=O)Nc3ccccc3F)cc2)cc1Cl	39
C[C@@H]1CN([C@H](C)CO)C(=O)c2cc(NS(=O)(=O)c3cn(C)cn3)ccc2O[C@@H]1CN(C)Cc1ccc(Oc2ccccc2)cc1	-19
C[C@H](CO)N1C[C@H](C)[C@@H](CN(C)S(=O)(=O)c2ccc(Cl)cc2)Oc2ccc(NC(=O)CCCN(C)C)cc2C1=O	-9
C[C@H]1CN([C@@H](C)CO)C(=O)Cc2cc(NS(=O)(=O)c3cccs3)ccc2O[C@@H]1CN(C)Cc1ccc(C(=O)Nc2ccccc2N)cc1	12
COc1ccc(NC(=O)N(C)C[C@H]2Oc3ccc(NS(C)(=O)=O)cc3C(=O)N([C@H](C)CO)C[C@H]2C)cc1	-5
Cc1nccc(-c2cccc(NS(=O)(=O)c3ccccc3C(F)(F)F)c2)n1	9
Cc1ccc(S(=O)(=O)Nc2cccc3c2O[C@H](CN(C)S(=O)(=O)c2ccc(C)cc2)[C@H](C)CN([C@H](C)CO)C3=O)cc1	0
C[C@@H]1CN([C@H](C)CO)C(=O)c2cccc(NC(=O)C3CCOCC3)c2O[C@H]1CN(C)S(C)(=O)=O	31
Cc1ccc(NC(=O)c2ccc(-n3nc(C(F)(F)F)c4c3-c3ccoc3CC4)cc2)cc1	18
CCc1ccc(NS(=O)(=O)c2ccc3c(c2)SCC(=O)N3)cc1	29
O=S1(=O)C=C2C(C1)SC(=S)N2C1CCS(=O)(=O)C1 (centres undefined)	-3
C[C@H](CO)N1C[C@H](C)[C@@H](CN(C)Cc2ccc(Cl)c(Cl)c2)Oc2ccc(NS(C)(=O)=O)cc2C1=O	40
C[C@H](CO)N1C[C@H](C)[C@@H](CN(C)S(C)(=O)=O)Oc2ccc(NS(=O)(=O)c3ccc(Cl)cc3)cc2C1=O	9
O=C(c1ccc(C(=O)N2CCCCC2)cc1)N1CCCCC1	-16
Cc1noc(C)c1S(=O)(=O)N(C)C[C@@H]1Oc2ccc(NC(=O)NC3CCCCC3)cc2CC(=O)N([C@H](C)CO)C[C@H]1C	1
O=C(O)c1cccc(NC(=O)c2ccc(CN3C(=O)c4ccccc4C3=O)cc2)c1	-22
Cc1noc(C)c1S(=O)(=O)N(C)C[C@H]1OCc2cnnn2CCCC(=O)N([C@@H](C)CO)C[C@H]1C	3
C[C@@H]1CN([C@@H](C)CO)C(=O)c2cc(NS(=O)(=O)c3ccc(Cl)cc3)ccc2O[C@H]1CN(C)Cc1ccncc1	-3
CN(/N=C(\C#N)C(=O)C1CC1)c1ccc(Cl)cc1	19
COc1ccc(NC(=O)C2CC(=O)NC(=Nc3ccccc3)S2)cc1 (centres undefined)	15
C[C@@H]1CN([C@H](C)CO)C(=O)c2cc(NC(=O)Nc3ccccc3)ccc2O[C@H]1CN(C)Cc1ccc2c(c1)OCO2	-4
COc1ccc(N2C(=O)CC(SCC(=O)Nc3ccc(C)c(C)c3)C2=O)cc1 (centres undefined)	-24
CNC[C@H]1Oc2c(NS(C)(=O)=O)cccc2C(=O)N([C@@H](C)CO)C[C@H]1C	-5
C[C@@H]1CN([C@H](C)CO)C(=O)CCCn2nncc2CO[C@H]1CN(C)C(=O)C1CCCCC1	12

The results go on:
SMILES	ROS inducer
CCc1ccc(-n2c(N)c(C(=O)OC)c3nc4ccccc4nc32)cc1	13
Cc1noc(C)c1NC(=O)Nc1cccc2c1O[C@@H](CN(C)C(=O)Nc1ccccc1)[C@H](C)CN([C@H](C)CO)C2=O	-11
O=S1(=O)CC2C(C1)N(c1ccccc1)C(=S)N2c1ccccc1 (centres undefined)	-16
Cc1ccc(S(=O)(=O)c2nc(-c3ccccc3F)oc2NCC2CCCO2)cc1 (centres undefined)	-4
COc1ccc(NC(=O)Nc2cccc3c2O[C@@H](CN(C)C)[C@@H](C)CN([C@@H](C)CO)C3=O)cc1	-7
C[C@@H]1CN([C@@H](C)CO)C(=O)c2cc(NC(=O)CCCN(C)C)ccc2O[C@@H]1CN(C)Cc1ccc(C(=O)O)cc1	-6
C[C@@H]1CN([C@H](C)CO)C(=O)CCCn2cc(nn2)CO[C@@H]1CN(C)C(=O)c1cc(-c2ccccc2)on1	3
CC(=O)NC(Cc1c[nH]c2ccccc12)C(=O)O (centres undefined)	-5
Cn1c(SCC(=O)Nc2ccccc2-c2ccccc2)nnc1-c1ccccn1	13
Cc1ccc(S(=O)(=O)N(C)C[C@H]2Oc3c(NC(=O)Nc4ccc(F)cc4)cccc3C(=O)N([C@@H](C)CO)C[C@H]2C)cc1	2
Cc1noc(C)c1NC(=O)N(C)C[C@@H]1Oc2ccc(NC(=O)Cc3cn(C)c4ccccc34)cc2C(=O)N([C@@H](C)CO)C[C@H]1C	1
CCc1cccc(C)c1NC(=O)CSc1nnc(-c2ccc(C)cc2)n1C	-1
CCCCN1CCCCC1C(=O)Nc1c(C)cccc1C (centres undefined)	-7
C[C@H]1CN([C@@H](C)CO)C(=O)Cc2cc(NC(=O)Cc3ccccc3)ccc2O[C@@H]1CN(C)Cc1ccc2c(c1)OCO2	9
C[C@@H]1CCCCO[C@@H](CN(C)C(=O)Nc2ccc3c(c2)OCO3)[C@@H](C)CN([C@H](C)CO)C(=O)c2cc(NS(=O)(=O)c3cccs3)ccc2O1	7
C[C@H](CO)N1C[C@H](C)[C@H](CN(C)Cc2ccc(Oc3ccccc3)cc2)Oc2ccc(NS(C)(=O)=O)cc2CC1=O	25
COc1ccccc1Nc1nc(N)nc(CN2CCCCCC2)n1	-11
COc1cccc(CN(C)C[C@H]2OCc3cnnn3CCCC(=O)N([C@H](C)CO)C[C@@H]2C)c1	-23
CC(=O)NCCCC[C@@H]1NC(=O)[C@H]2C[C@@H](C(=O)NCCCCCCN(C)C)[C@@H](c3cccc(OCCO)c3)N2C1=O	8
Cc1cc(C)c2cc(C(=O)Nc3ccccc3Cl)[nH]c2c1	-14
O=C(COc1ccccc1)Nc1cccc(C(F)(F)F)c1	13
C[C@@H]1CN([C@H](C)CO)C(=O)c2cc(NC(=O)C3CCCCC3)ccc2O[C@@H]1CN(C)C(=O)Nc1cccc2ccccc12	4
C[C@H]1CN([C@@H](C)CO)C(=O)c2cccc(NC(=O)NC3CCCCC3)c2O[C@H]1CN(C)C	-3
CC(=O)c1ccc(NC(=O)COc2ccccc2C(=O)Nc2cc(C(F)(F)F)ccc2Cl)cc1	29

Structures shown so far that have fluorine, in the order listed:
SMILES	ROS inducer
COC(=O)CCCCCCC(=O)N/N=C/c1ccc(F)cc1	16
Oc1ccccc1C1=NNC(O)(C(F)(F)F)C1 (centres undefined)	-15
COc1ccc(OC)c(S(=O)(=O)N(C)CC(=O)Nc2ccc(C(F)(F)F)cc2)c1	-9
Fc1ccccc1CSc1nnc(-c2cnccn2)n1Cc1ccco1	2
C[C@H](CO)N1C[C@H](C)[C@@H](CN(C)C(=O)Nc2ccc(C(F)(F)F)cc2)OCc2cn(nn2)CCCC1=O	-7
COc1ccc(NC(=O)c2ccc(OCC(=O)Nc3ccccc3F)cc2)cc1Cl	39
Cc1nccc(-c2cccc(NS(=O)(=O)c3ccccc3C(F)(F)F)c2)n1	9
Cc1ccc(NC(=O)c2ccc(-n3nc(C(F)(F)F)c4c3-c3ccoc3CC4)cc2)cc1	18
Cc1ccc(S(=O)(=O)c2nc(-c3ccccc3F)oc2NCC2CCCO2)cc1 (centres undefined)	-4
Cc1ccc(S(=O)(=O)N(C)C[C@H]2Oc3c(NC(=O)Nc4ccc(F)cc4)cccc3C(=O)N([C@@H](C)CO)C[C@H]2C)cc1	2
O=C(COc1ccccc1)Nc1cccc(C(F)(F)F)c1	13
CC(=O)c1ccc(NC(=O)COc2ccccc2C(=O)Nc2cc(C(F)(F)F)ccc2Cl)cc1	29

Screening data as filed in PubChem.
